GPR151 ag: human GPR151 activation | Q8TDV0 | PathHunter beta-arrestin GPR151 cells, luminescence | activation, % at 11.2 µM | actives 1% (n = 650,000) | AID 1508602; in the data active means activation above about 4.9%;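 further: 0% = median of compound wells and 100% = cells with positive control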
Target sequence (Q8TDV0 whole entry, looked up): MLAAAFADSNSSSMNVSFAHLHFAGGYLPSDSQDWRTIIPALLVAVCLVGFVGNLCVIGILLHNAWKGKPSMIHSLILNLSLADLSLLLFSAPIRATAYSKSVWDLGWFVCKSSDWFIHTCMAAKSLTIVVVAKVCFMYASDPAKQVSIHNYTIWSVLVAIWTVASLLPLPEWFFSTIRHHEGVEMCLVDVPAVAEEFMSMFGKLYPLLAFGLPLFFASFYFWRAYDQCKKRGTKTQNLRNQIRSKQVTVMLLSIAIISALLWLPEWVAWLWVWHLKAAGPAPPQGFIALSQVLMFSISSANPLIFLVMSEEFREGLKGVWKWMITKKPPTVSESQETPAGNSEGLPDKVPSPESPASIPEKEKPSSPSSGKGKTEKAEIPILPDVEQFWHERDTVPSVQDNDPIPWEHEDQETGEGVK
MITF inh: blocks human microphthalmia-associated transcription factor. actives 0.91% (n = 650,000). AlphaScreen MITF homodimerization, bead proximity signal. inhibition, % at 2.6 µM. O75030; in the data active means inhibition above about 50%;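 further: 0% = vehicle wells with protein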
FBW7 act: activators of human E3 ligase FBW7; AID 1259310; AlphaScreen FBW7–phospho-cyclin E peptide binding, activator screen; Q969H0; normalized activity (activation), % at 26.1 µM; actives 0.13% (n = 650,000); in the data active means normalized activity above about 1.9%;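 further: purified mutant Fbw7 with reduced substrate affinity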
Target sequence (Q969H0 whole entry, looked up): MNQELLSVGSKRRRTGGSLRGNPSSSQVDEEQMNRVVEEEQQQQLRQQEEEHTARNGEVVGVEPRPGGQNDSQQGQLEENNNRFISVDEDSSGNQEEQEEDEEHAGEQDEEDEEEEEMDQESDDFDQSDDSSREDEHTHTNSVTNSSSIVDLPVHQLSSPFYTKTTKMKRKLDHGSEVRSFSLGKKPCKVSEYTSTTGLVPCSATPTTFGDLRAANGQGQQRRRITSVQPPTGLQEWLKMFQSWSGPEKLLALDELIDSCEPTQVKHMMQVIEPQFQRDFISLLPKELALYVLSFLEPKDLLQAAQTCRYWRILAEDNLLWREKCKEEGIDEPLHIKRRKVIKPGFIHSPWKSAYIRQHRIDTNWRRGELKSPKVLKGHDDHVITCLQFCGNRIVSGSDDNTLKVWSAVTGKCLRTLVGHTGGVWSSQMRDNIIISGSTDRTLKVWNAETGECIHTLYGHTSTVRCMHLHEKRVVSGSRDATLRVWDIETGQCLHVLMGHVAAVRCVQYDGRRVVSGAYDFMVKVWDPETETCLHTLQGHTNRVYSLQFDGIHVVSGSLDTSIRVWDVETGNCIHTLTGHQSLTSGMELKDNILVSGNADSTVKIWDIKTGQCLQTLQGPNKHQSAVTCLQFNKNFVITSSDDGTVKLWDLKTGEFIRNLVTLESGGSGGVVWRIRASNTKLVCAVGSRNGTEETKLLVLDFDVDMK
TEAD-YAP block: TEAD-YAP interaction inhibition; HEK-TIYL cells, TEAD-Gal4/YAP UAS-luciferase luminescence; inhibition, % at 9.12 µM; actives 1.4% (n = 640,000); AID 1259422; in the data active means inhibition above about 32%;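 further: 0% = median of test compound wells and 100% = reference inhibitor wells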
Active calls of the source: *. Not a hit list. About 3.4% of those tested had a hit in this group.

Molecule | GPR151 ag | MITF inh | FBW7 act | TEAD-YAP block
COc1cc(/C=C(\C#N)c2nn(CCO)c(N)c2C#N)ccc1Oc1ccc([N+](=O)[O-])cc1C#N | 0.2 | 10 | 0.0 | 8
O=C(/C=C/c1ccc2c(c1)OCO2)NNc1c(F)c(F)cc(F)c1F | 0.1 | -2 | -0.1 | -4
N#CC(C#N)=C1C(=O)N(CC(N)=O)c2ccccc21 | 0.0 | -8 | -0.3 | -6
O=S(=O)(c1ccccc1)n1c(C(O)c2ccc(F)cc2)cc2cccnc21 (centres undefined) | 1.0 | 4 | 0.1 | -4
COC(=O)c1ccccc1NC(=O)CSc1nc2c(sc(=S)n2-c2ccccc2C)c(=O)n1-c1ccccc1 | -1.1 | 23 | 0.3 | 14
Cc1ccc(S(=O)(=O)N2CCN(CC(O)COc3ccccc3)CC2)cc1 (centres undefined) | -2.0 | 7 | 0.0 | -8
Cc1ccc(S(=O)(=O)NCCc2ccc(S(N)(=O)=O)cc2)c(C)c1 | -0.3 | -3 | -0.1 | 8
CCCSc1nc2c(c(=O)[nH]1)C(c1cccnc1)C1=C(CCCC1=O)N2 (centres undefined) | 0.0 | -4 | 0.0 | 5
CC(=O)NNc1cc(C)nc(NS(=O)(=O)c2ccc(C)cc2)n1 | -0.2 | -4 | 0.6 | -1
COc1ccc(OC)c(N2C(=O)C(Cl)=C(N3CCOCC3)C2=O)c1 | -0.4 | -5 | -0.1 | 5
Cc1c(C)c(COc2cccc3cccnc23)c(C)c(C)c1COc1cccc2cccnc12 | 0.0 | -16 | 0.1 | -6
O=C(Cn1nc(Cc2ccncc2)c2ccccc2c1=O)NCCCN1CCCC1=O | -0.1 | -8 | -0.2 | -6
CC(=O)c1ccc(NC(=O)/C=C/C(=O)O)cc1 | -0.6 | 15 | 0.2 | -32
Cc1noc(C)c1C(=O)NCc1ccccc1F | 0.5 | -1 | -0.4 | 10
Cc1cccc(-n2cc(-c3ccccc3)c3c(N4CCN(C)CC4)ncnc32)c1 | 2.1 | 13 | -0.6 | 8
CCN(CC)C(=O)c1ccc2c(c1)N(Cc1ccccc1)C(=O)CS2=O (centres undefined) | -2.1 | 7 | 0.0 | -3
COC(=O)C1CCCCN1C(=O)c1cc(OC)c(OC)c(OC)c1 (centres undefined) | -0.6 | -6 | 0.1 | -2
O=C(Oc1c(Br)cc(Br)cc1Br)c1ccccc1F | 0.0 | 11 | 0.3 | 6
COC(=O)Cc1nc(Nc2cccc(Cl)c2)c2c(C)c(C)sc2n1 | 1.3 | 14 | 0.0 | 15
CCOC(=O)C(C)n1cnc2c(nnn2Cc2ccccc2F)c1=O (centres undefined) | 0.9 | 3 | 0.0 | -2
O=C(Cc1ccc(Br)cc1)OCC(=O)c1ccc2c(c1)OCCO2 | -1.0 | 19 | 0.0 | 1
CC(=O)CC1(O)C(=O)Nc2ccc(I)cc21 (centres undefined) | 0.0 | -6 | -0.1 | -17
CC1CCCN(C(=O)C2CCN(Cc3cc(Cl)ccc3O)CC2)C1 (centres undefined) | 0.1 | 30 | 0.1 | -1
CC(C)CCN1C(=O)C(C)(C)COc2cc(NC(=O)c3ccc4c(c3)OCO4)ccc21 | 5.6* | 9 | 0.0 | -10
COCCCNC(=O)COc1cc(=O)n(C)c2ccccc12 | 0.4 | 1 | -0.5 | 1
COc1cccc(CN2CCc3nnc(C4CCCO4)n3CC2)c1OC (centres undefined) | 0.7 | -5 | 0.1 | -3
CCC(=O)Oc1ccc(C(=O)Nc2ccc3c(c2)C(=O)N(C2CCCCC2)C3=O)cc1 | 0.3 | 7 | 0.1 | -7
COC(=O)CSc1nc2c(c(=O)n1C)SCC2 | 0.5 | 0 | -0.1 | -9
Cc1ccc(CNC(=O)CNC(=S)N(Cc2ccc(C)cc2)C2CCCCC2)cc1 | 0.0 | 4 | 0.0 | 9
CCOc1ccc(NC(=O)CSc2nnc(Cc3ccc(OC)cc3)o2)cc1 | -0.7 | 13 | 0.0 | 17

Reformatted field by field: part of the list above
SMILES: COc1ccc(OC)c(N2C(=O)C(Cl)=C(N3CCOCC3)C2=O)c1
  GPR151 ag: -0.4; MITF inh: -5; FBW7 act: -0.1; TEAD-YAP block: 5

SMILES: Cc1c(C)c(COc2cccc3cccnc23)c(C)c(C)c1COc1cccc2cccnc12
  GPR151 ag: 0.0; MITF inh: -16; FBW7 act: 0.1; TEAD-YAP block: -6

SMILES: O=C(Cn1nc(Cc2ccncc2)c2ccccc2c1=O)NCCCN1CCCC1=O
  GPR151 ag: -0.1; MITF inh: -8; FBW7 act: -0.2; TEAD-YAP block: -6

Next section:
Molecule | GPR151 ag | MITF inh | FBW7 act | TEAD-YAP block
CCC[C@@H]1NC(=O)[C@@H]2C[C@H](NC(=O)c3ccc(OC)cc3)CN2C1=O | 0.3 | 6 | -0.1 | 16
Cc1ccc(CN(Cc2ccccc2)C(=S)Nc2ccccc2C)o1 | 0.4 | -6 | -0.1 | -9
O=C(Nc1cccc(F)c1)C1CCCN1S(=O)(=O)c1cccc2cccnc12 (centres undefined) | 0.2 | 0 | 0.0 | -20
O=C(OCN1C(=O)c2ccccc2C1=O)c1ccccc1 | 0.3 | -2 | -0.1 | -4
CCc1ccc(NC(=O)CS(=O)CC(=O)N2CCN(C3CCCCC3)CC2)cc1 (centres undefined) | 0.7 | -6 | 0.1 | -2
COC(=O)c1ccc(-c2csc(NC(=O)c3ccc(S(=O)(=O)N4CC(C)CC(C)C4)cc3)n2)cc1 (centres undefined) | 2.0 | -1 | -0.1 | -5
COc1ccc(-n2nc(C(=O)NCC(=O)NC3CCCCC3)c3ccccc3c2=O)cc1OC | 1.4 | 7 | 0.0 | -4
CC(C)COc1ccc(CSc2nncn2N)cc1 | -0.2 | 3 | 0.1 | -53
COc1cc2c(cc1OC)C(COc1ccc(F)cc1)N(C(=O)c1ccc3c(c1)OCO3)CC2 (centres undefined) | -0.3 | 14 | 0.1 | 3
COc1ccc(-n2ccnc2SCC(=O)O)cc1 | 3.0 | -10 | 0.0 | -2
CCN1C(=O)N/C(=C/c2cccn2-c2ccc(C(=O)O)cc2)C1=O | 0.1 | 34 | -0.1 | 7
O=C1CC2(CCCCC2)CC(=O)N1c1nnc(C2CC2)s1 | -1.7 | -2 | -0.1 | 9
C=CCNC(=O)CN(CCc1ccccc1)S(=O)(=O)c1cc(Cl)ccc1Cl | 0.1 | -1 | -0.2 | 3
Cc1nc(N2CCN(c3ccccn3)CC2)c2c(C)c(C(=O)N3CCC(C)CC3)sc2n1 | -1.1 | -2 | -0.1 | 12
Cc1ccc(C)n1-c1ccc(C(=O)OCc2nnc(-c3ccc([N+](=O)[O-])cc3)o2)cc1 | -0.4 | 3 | 0.0 | -9
CCCC(CC(=O)NCc1cccc(Cl)c1)n1ccnc1 (centres undefined) | 1.5 | 16 | 0.1 | 4
COC(=O)C1=CN(C23CC4CC(CC(C4)C2)C3)C=C(C(=O)OC)C1c1ccc(F)cc1 | 1.2 | -1 | 0.1 | 0
Cc1ccc(S(=O)(=O)N2CCC(C(=O)NC3=NCCS3)CC2)cc1 | -0.2 | -2 | -0.1 | -1
Cc1cc(NC(=O)CCC(=O)N(CC(=O)NC2CCCC2)Cc2ccco2)no1 | 0.1 | -6 | 0.1 | 8
CSc1ncccc1C(=O)OCC(=O)c1c[nH]c2ccccc12 | 2.1 | 9 | 0.6 | -18
COCc1c(C(=O)N/N=C/c2ccc(C)o2)nnn1-c1nonc1N | -1.0 | 7 | -0.1 | 10
O=C(O)c1ccccc1N1C(=O)C2CC=CCC2C1=O (centres undefined) | -0.9 | -8 | 0.0 | -6
CCOC(=O)c1cn[nH]c1S(=O)(=O)N1CCN(c2ccc(F)cc2)CC1 | 0.2 | 4 | -0.6 | 7
Cc1ccc(CN[C@H]2C[C@H]3C(=O)N[C@H]([C@H](C)O)C(=O)N3C2)cc1 | -0.4 | -11 | 0.1 | 10
COC(=O)C1=C(N)n2c(s/c(=C\c3cc(Br)ccc3F)c2=O)=C(C#N)C1c1cc(Br)ccc1F (centres undefined) | 0.9 | 12 | 0.4 | 3
Cc1nc2ccccc2n1S(=O)(=O)c1ccc(S(=O)(=O)NCc2ccccc2)cc1 | -0.4 | 8 | 0.1 | -1
Cc1ccc(NC(=O)COC(=O)/C(C#N)=C/c2cc(C)n(CC(C)C)c2C)cc1 | -1.2 | 8 | -0.1 | 14
Cc1cc(N2C(=O)c3ccccc3C2=O)ccc1NC(=O)c1cccs1 | -1.4 | 5 | -0.2 | 4
Cc1ccc(OCC(=O)c2ccc(Cl)s2)c([N+](=O)[O-])n1 | 0.8 | 10 | -0.2 | 2
Cc1ccc(Nc2ncnc3c2cnn3-c2ccc(Cl)cc2)cc1Cl | -0.4 | 0 | 0.1 | -7
CCOc1ccc(N(C(C)C(=O)Nc2ccccc2OC)S(C)(=O)=O)cc1 (centres undefined) | -0.8 | 1 | 0.4 | 17
Cc1ccc(-n2c(C)cc(/C=C(\C#N)C(=O)O)c2C)cc1 | -2.6 | 3 | 0.2 | 3
CN1C(=O)/C(=C/c2cc(Cl)ccc2O)NC1=S | 1.8 | -7 | 0.0 | 62*
CCCCOc1ccccc1CNCC | 6.9* | -5 | 0.7 | 2
O=C(NCc1ccc2c(c1)OCO2)c1cc(-c2ccc(F)cc2)no1 | -0.2 | -28 | -0.1 | -8
COc1ccc(-c2nc3ccc(C(=O)NCCc4ccc(O)cc4)cc3s2)cn1 | 0.3 | 7 | -0.1 | -7
COc1ccc(C(=O)Nc2ccccc2N)cc1 | -1.9 | 7 | 0.1 | -56
Cc1cccc2cc(C(c3nnnn3C(C)C)N3CCC(C)CC3)c(=O)[nH]c12 (centres undefined) | -1.0 | 16 | 0.0 | 5
CCOc1ccc(C2C(C(=O)OC)=C(C)NC3=C2C(=O)c2ccccc23)cc1 (centres undefined) | -0.8 | 18 | 0.3 | -10
O=C(NC1CCN(Cc2ccccc2)CC1)[C@@H](c1ccccc1)N1Cc2ccccc2C1=O | -0.4 | -4 | 1.1 | 3
CS(=O)(=O)N(CCc1ccccc1)CC(=O)NCc1ccc(Cl)cc1 | 1.4 | -10 | 0.0 | -14
COC(=O)c1c(NC(=O)c2sc3ccccc3c2Cl)sc2c1CCCCC2 | 1.2 | -6 | 0.0 | -6
O=C(NCc1cccc(C(F)(F)F)c1)c1ccc2nc(N3CCOCC3)sc2c1 | 0.8 | -6 | -0.2 | -5
CCOC(=O)C1CCN(CC(O)COc2ccccc2C)CC1 (centres undefined) | 1.5 | 3 | -0.2 | 8
COc1ccc(CCNc2nc(N3CCC(N4CCOCC4)CC3)nc3c2ncn3Cc2ccc(C(F)(F)F)cc2)cc1 | -0.6 | 2 | -0.3 | -6
COc1cccc(CC(=O)NC(C)Cc2cccs2)c1 (centres undefined) | 0.0 | -2 | -0.1 | -7
O=C(Nc1nn[nH]n1)c1ccc(Br)o1 | 0.3 | 4 | -0.1 | 5
Cc1cc(C)nc(N2CCC(C(=O)Nc3cc(F)ccc3C)CC2)n1 | -0.5 | 4 | 0.0 | -3
CC1(C)C(c2ccccc2)=[N+]([O-])C(c2ccc(F)cc2)N1O (centres undefined) | -0.1 | -6 | 0.1 | -10
CCOc1ccc(S(=O)(=O)N2CCCCC2)c(C)c1C | 1.1 | 4 | -0.3 | 0
COc1ccccc1C1(CC(=O)N2CCc3sccc3C2)CC(=O)N(C)C1=O (centres undefined) | 0.8 | -1 | -0.1 | 0
CCN(Cc1ccccc1)S(=O)(=O)c1ccc(F)c(C(=O)Nc2cccc(Cl)c2C)c1 | -0.2 | 2 | -0.1 | -4
COc1ccc(NC(=O)c2ccc(-c3ccccc3[N+](=O)[O-])o2)c(OC)c1 | -1.3 | 17 | 0.5 | -3
CCNC(=O)CN(c1ccc(CC)cc1)S(C)(=O)=O | -0.9 | 10 | 0.7 | 1
CNCCCOc1c(C)cc(Cl)cc1Br | -1.0 | 24 | -0.4 | -15
CN(C)C(=O)N1CCN(c2cccc(C(F)(F)F)c2)CC1 | -0.5 | 12 | 0.3 | 8
O=C(Nc1nc2ccccc2[nH]1)c1ccco1 | -6.2 | -1 | 0.0 | -50
COCCN1C(=O)c2ccccc2C(C(=O)Nc2ccc(F)cc2F)C1c1ccc(F)cc1 (centres undefined) | -0.6 | -12 | 0.0 | -2
COc1cccc2c1OC1(CCC(C)CC1)N1N=C(c3cccs3)CC21 (centres undefined) | -0.3 | 7 | -0.1 | -63
Cc1ccc(C(=O)N/N=C\c2ccccc2F)cn1 | 3.4 | 34 | 0.0 | -23

(next part)
Molecule | GPR151 ag | MITF inh | FBW7 act | TEAD-YAP block
O=C(CCn1cnc2ccccc21)N1CCCC(n2nc(-c3ccco3)ccc2=O)C1 (centres undefined) | 0.7 | 5 | -0.1 | 9
C=CCOc1ccc(-c2nc3sc(C)c(C)c3c(=O)[nH]2)cc1OC | 0.2 | 5 | -0.1 | -3
O=C1N[C@@H](CO)C(=O)N2CCN(Cc3cnn(-c4ccccc4F)c3)C[C@H]12 | -1.2 | -13 | -0.3 | -1
CC(=S)Nc1nnc(Cl)o1 | 0.9 | 12 | 0.3 | 0
[N-]=[N+]=CC(=O)C1(c2ccccc2)CCCC1 | 0.2 | 0 | 0.3 | 2
CCOC(=O)C1=C(C)NC2=C(C(=O)CCC2)C1c1cc(OC)ccc1OC (centres undefined) | -0.4 | 6 | 0.1 | 7
COc1cc(C(CC(=O)c2ccc(Cl)cc2)SCCO)cc(OC)c1OC (centres undefined) | -1.1 | -18 | -0.1 | 10
COc1cccc(C(=O)Nc2cccc(-c3cn4c(C)csc4n3)c2)c1 | -0.6 | 3 | 0.2 | -13
O=C(NCc1ccco1)c1ncoc1-c1cccc(Cl)c1 | -0.5 | -14 | -0.1 | -30
COc1cc(NC(=O)c2cc3nc(-c4ccc(Br)cc4)cc(C(F)(F)F)n3n2)cc(OC)c1OC | 0.6 | 1 | -0.1 | -1

High-throughput results from PubChem BioAssay.
